Compound activity from PubChem.
CYP2C9 act: activators of human CYP2C9. P11712. recombinant CYP2C9, luciferin-H conversion, luminescence; stronger effect = higher value; factor 1 = untreated enzyme, 0 = blocked. activation factor at 5 µM. 1.4% of 96,000 active. AID 1024;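 active = activation factor of 2 or more for CYP2C9 at a 5 µM dose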;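 note: 0 = sulfaphenazole-blocked wells and 1 = vehicle-only wells; values of inactives mirror those of a sister screen read the other way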
Target sequence (P11712 whole entry, looked up): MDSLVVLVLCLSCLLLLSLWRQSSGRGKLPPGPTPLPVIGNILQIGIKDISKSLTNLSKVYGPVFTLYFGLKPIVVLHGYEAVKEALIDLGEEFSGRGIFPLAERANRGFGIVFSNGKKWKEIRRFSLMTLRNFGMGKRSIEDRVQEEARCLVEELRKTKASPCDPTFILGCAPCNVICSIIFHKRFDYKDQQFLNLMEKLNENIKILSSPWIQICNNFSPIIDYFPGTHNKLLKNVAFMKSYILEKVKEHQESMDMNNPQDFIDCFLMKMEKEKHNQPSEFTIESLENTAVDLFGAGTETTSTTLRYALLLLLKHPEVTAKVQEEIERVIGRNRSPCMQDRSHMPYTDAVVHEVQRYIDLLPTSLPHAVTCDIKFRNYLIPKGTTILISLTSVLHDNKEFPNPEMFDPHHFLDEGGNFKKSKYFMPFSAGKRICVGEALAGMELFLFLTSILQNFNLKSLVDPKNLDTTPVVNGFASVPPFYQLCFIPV
EphB4 ephrin blk: blocks human EphB4 binding to ephrin-B2; P54760; EphB4 LBD / TNYL-RAW-Alexa532 peptide, fluorescence polarization; inhibition, % at 7 µM; 0.15% of 97,000 active;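 active = inhibition above the screen-wide mean inhibition plus 3 SD, cut at about 15% in these data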;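 note: 0% = DMSO wells and 100% = excess unlabeled TNYL-RAW peptide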
Rev-RRE block: disrupts HIV-1 Rev binding to RRE RNA; Rev peptide-RRE RNA binding, FRET; P05866; 0.79% of 97,000 active; inhibition, % at 8 µM;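 active = inhibition above the screen-wide mean plus 3 SD, cut at about 35% in these data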;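 note: 0% = median DMSO wells and 100% = median Neomycin B control wells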
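Probe or stimulus: fluorescein-Rev peptide as binding partner; assay system: Cy5-tagged RRE RNA duplex with fluorescein-tagged Rev peptide; timing: 5 min compound–RNA preincubation, then 15 min with peptide, 25 °C; medium: HEPES pH 7.5 buffer with KCl, MgCl2, NaCl and EDTA; signal: fluorescein-to-Cy5 FRET, 480 nm excitation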
PLAP act: human PLAP activation; purified PLAP enzyme, luminescent substrate read-out; stronger effect = higher value; activation fold at 20 µM; 1.2% of 96,000 active; in the data active = activation fold above about 2
CYP2C19 act: activators of human cytochrome P450 2C19; recombinant CYP2C19, luciferin-H EGE luminescence; stronger effect = higher value; 0 = fully inhibited enzyme, 1 = untreated enzyme; activation factor at 5 µM; 96,000 tested, under 10 active; AID 1025;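 active = activation factor of at least 2 at 5 µM in the primary screen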;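 note: 0 = wells with 2.5 mM tranylcypromine and 1 = vehicle-only wells; values of inactives mirror those of a sister screen read the other way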
CYP2C9 inhib: blocks human cytochrome P450 2C9. CYP2C9 Supersomes, luciferin-H conversion, luminescence. inhibition, % at 5 µM. 20% of 96,000 active. AID 777;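 active = blocking of liver enzyme CYP2C9 beyond about 50% at 5 µM, limit read from the data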; note: values of inactives mirror those of a sister screen read the other way
Plk1 PBD FP: inhibitors of human Plk1 polo box domain binding | 0.13% of 97,000 active | P53350 | Plk1 PBD phosphopeptide binding, fluorescence polarization | inhibition, %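 (tested at about 20 µM)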; in the data active = inhibition above about 34%, passing the limit was not always enough
Target sequence (P53350 whole entry, looked up, the tested form may be a part): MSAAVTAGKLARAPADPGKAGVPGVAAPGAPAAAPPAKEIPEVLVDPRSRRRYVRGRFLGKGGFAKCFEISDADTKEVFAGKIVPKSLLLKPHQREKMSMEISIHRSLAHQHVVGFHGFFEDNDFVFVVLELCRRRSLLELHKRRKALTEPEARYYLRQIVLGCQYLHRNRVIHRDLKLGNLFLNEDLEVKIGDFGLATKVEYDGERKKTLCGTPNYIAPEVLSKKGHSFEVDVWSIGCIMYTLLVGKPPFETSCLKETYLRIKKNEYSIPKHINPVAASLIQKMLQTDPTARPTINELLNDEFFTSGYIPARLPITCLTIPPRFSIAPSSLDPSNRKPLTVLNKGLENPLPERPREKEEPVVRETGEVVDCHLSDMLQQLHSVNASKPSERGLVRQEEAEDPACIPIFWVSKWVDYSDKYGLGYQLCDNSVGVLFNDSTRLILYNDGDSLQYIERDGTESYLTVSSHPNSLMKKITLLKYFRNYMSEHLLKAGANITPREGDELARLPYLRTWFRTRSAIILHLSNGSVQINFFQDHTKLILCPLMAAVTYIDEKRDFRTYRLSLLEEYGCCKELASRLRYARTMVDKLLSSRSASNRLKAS
CYP2C19 inh: inhibitors of human CYP2C19 | P33261 | CYP2C19 Supersomes, luciferin-H EGE luminescence, 30 min | inhibition, % at 5 µM | 21% of 96,000 active | AID 778;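 active = CYP2C19 inhibition above a set limit at 5 µM in the primary screen, cut at about 50% in these data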;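 note: plate controls were negative control wells for no effect and 2.5 mM tranylcypromine positive control for full effect; values of inactives mirror those of a sister screen read the other way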
PLK1 inh: PLK1 (human) kinase inhibition; P53350; recombinant PLK1 kinase, TR-FRET peptide phosphorylation; inhibition, % at 10 µM; 0.53% of 97,000 active;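 active = inhibition of 50% or more in the single-concentration screen; inactive = inhibition below 50%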;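 note: 0% = DMSO max control and 100% = H-89 dihydrochloride min control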
* marks the source's active call; other numbers are inactive results; · = not tested or not shown.

SMILES	CYP2C9 act	EphB4 ephrin blk	Rev-RRE block	PLAP act	CYP2C19 act	CYP2C9 inhib	Plk1 PBD FP	CYP2C19 inh	PLK1 inh
O=C(Cn1cnc2ccc(Cl)cc2c1=O)c1cccs1	0.7	10	3	0.8	0.5	32	-30	54*	-6
Cc1noc(C)c1COC(=O)Cc1ccc(Cl)cc1	0.4	4	9	1	0.1	55*	-28	92*	-8
CCOC(=O)/C(=N\Nc1cc(C(F)(F)F)ccc1Cl)N(CC)CC	0.6	4	1	1.1	0.2	42	-19	80*	-12
Cc1ccc2c(CC(=O)N3CCN(S(=O)(=O)c4ccc5c(c4)OCCO5)CC3)coc2c1	0.3	-4	7	1	0.6	72*	-2	41	-9
Oc1ccccc1C(=S)N1CCCCC1	0.8	·	·	1.3	0.2	18	·	78*	·
CCC(=O)N1CCc2cc(S(=O)(=O)NCCCN3CCN(Cc4ccccc4)CC3)ccc21	0.7	5	11	2*	0.8	25	9	19	-5
CCc1nnc(NC(=O)c2ccncc2)s1	0.7	·	·	1	0.9	27	·	11	·
COc1ccc(CCNC(=O)CN2C(=O)c3ccccc3S2(=O)=O)cc1OC	1	-1	3	0.9	1	3	25	2	0
CC12C(=O)N(c3nccs3)C(=O)C1C1C=CC2C1 (stereo unspecified)	1	5	9	0.8	0.4	3	13	65*	-11
COc1ccc(Cn2nnnc2C(c2cccnc2)N2CCN(c3ccc(O)cc3)CC2)cc1 (stereo unspecified)	0.5	2	-2	1.4	0.7	45	6	28	-7
COc1ccc(N=c2oc3c(OC)cccc3cc2C(=O)NCc2ccco2)cc1OC	0.3	·	·	1.1	0.5	72*	·	50*	·
S=c1[nH]nc(-c2cc(-c3ccco3)[nH]n2)n1-c1ccccc1	1.1	1	4	2.1*	0.9	-6	-8	13	1

As entered above:
Entry of COc1ccc(N=c2oc3c(OC)cccc3cc2C(=O)NCc2ccco2)cc1OC under PLAP act: 1.1
Entry of COc1ccc(Cn2nnnc2C(c2cccnc2)N2CCN(c3ccc(O)cc3)CC2)cc1 (stereo unspecified) under CYP2C9 act: 0.5
Entry of Cc1ccc2c(CC(=O)N3CCN(S(=O)(=O)c4ccc5c(c4)OCCO5)CC3)coc2c1 under PLK1 inh: -9

The list goes on.
SMILES	CYP2C9 act	EphB4 ephrin blk	Rev-RRE block	PLAP act	CYP2C19 act	CYP2C9 inhib	Plk1 PBD FP	CYP2C19 inh	PLK1 inh
CC(NS(C)(=O)=O)C(c1cccs1)N1CCN(c2ccccc2F)CC1 (stereo unspecified)	·	2	7	·	·	·	4	·	-3
COc1nc(-c2ccccc2)ccc1-c1noc(-c2ccco2)n1	0.7	5	10	1	0.9	26	16	8	-2
COc1cc(-c2nc(S(=O)(=O)c3ccccc3)c(N3CCOCC3)o2)cc(OC)c1OC	0.1	6	8	0.9	0.5	89*	9	55*	-10
S=C(NCc1ccc(Cl)cc1)NC12CC3CC(CC(C3)C1)C2	0.5	0	-4	0.9	0.5	49	-19	47	-2
O=C(OCC(=O)c1cccs1)c1cccc(C(=O)OCC(=O)c2cccs2)n1	0.9	7	2	0.8	1	8	-11	-2	-11
Cc1ccc2c(NC(=O)C3CC3)cccc2n1	1	-7	6	0.9	1	3	8	3	-9
CCOC(=O)c1cc(CC)sc1NC(=O)c1cc(OCC)c(OCC)c(OCC)c1	0.8	-7	-2	1	0.9	23	4	15	-15
O=C(N/N=C/CCc1ccccc1)c1ccccc1	1	4	5	0.9	1	3	-23	2	-13
CCOc1ccc(-n2cc(C(=O)Nc3ccc(Cl)cn3)c3cc(OC)c(OC)cc3c2=O)cc1	1.1	3	0	1.1	1.2	-7	-6	-20	1
CCOC(=O)CN(C(=O)CSc1nnc(CNc2ccc(F)cc2)n1CC)c1ccc(F)cc1	1.1	2	4	1.5	0.8	-15	15	15	-4
Cc1ccc(N(CC(O)CN2CCOCC2)S(=O)(=O)c2ccc3ccccc3c2)cc1 (stereo unspecified)	0.5	-8	4	1.5	0.8	52*	-8	19	-16
Cc1cc(C)nc(SCc2ccccc2C#N)n1	1.2	-8	-5	0.9	0.5	-25	-25	50*	-7
Cc1ccc2ccc(S(=O)(=O)n3nc(C)cc3C)cc2c1	1.2	-7	10	1.2	0.4	-16	-5	61*	-6
CCC(Sc1nnnn1C)C(=O)Nc1ccc(C(C)=O)cc1 (stereo unspecified)	0.8	-2	5	1.3	0.7	21	38	29	-14
Cc1c(C(=O)N2CCN(C)CC2)oc2c1C(=O)CC(C)(C)C2	1.2	3	5	1.3	1.1	-23	-17	-6	-3
CCOC(=O)CSc1nc2c(c(=O)[nH]c(=O)n2C)n1CCCc1ccccc1	0.9	-4	10	1	0.9	11	-9	10	-4
CCNC(=O)CN(CCc1ccccc1)S(=O)(=O)c1ccc(OC)cc1	0.1	7	9	1.6	0	88*	-27	96*	36
C=CCn1c(NC)cc(=O)n(C)c1=O	0.9	-4	5	1.1	0.9	6	25	14	-5
O=C(Cc1ccc(Cl)cc1)NCCS(=O)c1ccc(Cl)cc1 (stereo unspecified)	0.9	-7	0	1	0.8	14	2	21	-15
COc1ccccc1N(CC(=O)NC1CCCCC1)C(=O)CCC(=O)Nc1ccccn1	0.4	2	5	1.4	0.4	60*	-8	64*	-4
Cn1c(=O)n(C)c2cc(/C=N/NC(=O)c3cccc(Br)c3)ccc21	1.2	0	10	1	0.9	-21	-16	6	-9
COc1ccc(OC)c(S(=O)(=O)N2CCC(C(=O)NCC3CCCO3)CC2)c1 (stereo unspecified)	1.6	-1	4	1	1.1	-61	14	-10	0
c1ccc(-n2ncc3c2ncn2nc(CSc4nc5ccccc5s4)nc32)cc1	0.9	·	·	0.9	0.7	6	·	26	·
CCCCNc1nc2c(c(=O)n(C)c(=O)n2C)n1Cc1cccc(OC)c1	·	3	3	·	·	·	19	·	-12
CCC(c1nnnn1Cc1cccs1)N1CCN(C2CCCC2)CC1 (stereo unspecified)	0.9	-5	4	1	1	15	5	-1	-12
CC(C)OC(=O)c1c(F)c(F)c(N2CCOCC2)c(F)c1F	1	-1	1	0.9	0.5	-2	-9	51*	-18
CC1(C)CC2CC(C)(CN2C(=O)COC(=O)c2n[nH]c(=O)c3ccccc23)C1 (stereo unspecified)	0.9	·	·	1	1	6	·	-5	·
O=C(CSc1cc(Cl)ccc1Cl)NCC1CCCO1 (stereo unspecified)	3.2*	-9	1	1.1	0.3	-216	-21	74*	-9
CCCCCn1c(=O)[nH]c2cc(C(=O)N3CCN(Cc4ccc5c(c4)OCO5)CC3)ccc2c1=O	1	-5	3	1.2	1.1	-4	-18	-9	-3
CCOc1cc(/C=N\NC(=O)Cn2nc([N+](=O)[O-])cc2C)ccc1OCc1cccc2ccccc12	0.8	-1	3	1.4	1	19	-5	2	-8
O=C(CSc1ccccn1)c1ccc(F)cc1	1	·	·	0.9	0.6	3	·	41	·
Cc1ccc(NC(=O)C(C)Sc2nc(=O)cc(N)n2-c2ccccc2)cc1 (stereo unspecified)	1	-10	3	1	1	1	-4	2	3
O=C(Oc1cccc2cccnc12)c1ccc(Br)o1	1	-2	8	1	1.1	-4	-7	-6	-3
Cc1ccc(S(=O)(=O)NCCN=C(CN2CCCC2)NS(=O)(=O)c2ccc(C)cc2)cc1	0	1	8	1.6	0.7	97*	-16	26	-7
Cc1ccc(CS(=O)(=O)Cc2ccc(C(=O)NCc3ccco3)o2)cc1	0.8	2	0	1.1	0.7	24	2	30	-1
COc1ccccc1NCCC#N	1	-2	3	1	1	2	-7	-4	-8
CCS(=O)(=O)N1CCCC(C(=O)NCCCN2CCCC2=O)C1 (stereo unspecified)	1.1	-7	7	1.2	1.1	-6	0	-6	-11
CCOc1cccc(-n2nnnc2-c2ccc(OC)cc2)c1	0.1	0	1	1.4	0	91*	-42	100*	-7
CCOC(=O)CSCC(=O)Nc1cc(C)ccc1C	1.1	-6	0	1	1	-11	-29	4	0
COc1cc(C2C3CN(C)CC=C3C(C#N)=C(N)C2(C#N)C#N)ccc1OC(C)C (stereo unspecified)	0.9	·	·	1.4	1	14	·	-4	·
CC(C)(C)C1=Nn2c(nnc2C2CCCCC2)SC1	0.6	-8	-2	1.5	0.3	45	5	68*	-9
Cc1nn(-c2cccc(Cl)c2)c2c1C(c1ccncc1)C(C#N)=C(N)O2 (stereo unspecified)	0.4	7	10	1	0.5	62*	3	50*	-4
Cc1nccc2[nH]c(=O)c(C(=O)NC3CCCCC3C)cc12 (stereo unspecified)	0.9	·	·	0.9	1	8	·	4	·
O=C(CNC(=O)C12CC3CC(CC(C3)C1)C2)NC1=NCCS1	1.2	-8	-1	1	1.1	-21	14	-15	-3
O=C(Nc1ccc2c(c1)OCO2)c1nn(-c2ccccc2)c(=O)c2ccccc12	0.8	-7	4	0.8	1	16	23	3	-17
CCOC(=O)c1c(NC(=O)CSc2nnc(-c3ccccc3C)n2C)sc(C(C)=O)c1C	0.1	-3	13	1.6	0.2	95*	-34	84*	-14
COC(=O)C1CCN(c2cc(=O)n(C3CCCCC3)c(=O)[nH]2)CC1	1	-1	0	0.9	1	5	-1	-3	-7
COc1ccc(C(=O)N(Cc2ccccc2)Cc2cc3cc4c(cc3[nH]c2=O)OCCO4)cc1	0.9	5	2	1	1.1	7	-13	-10	-11

Just PLK1 inh, CYP2C19 inh and PLAP act (three entries from above):
Structure,PLK1 inh,CYP2C19 inh,PLAP act
CCOc1ccc(-n2cc(C(=O)Nc3ccc(Cl)cn3)c3cc(OC)c(OC)cc3c2=O)cc1,1,-20,1.1
CCOC(=O)CN(C(=O)CSc1nnc(CNc2ccc(F)cc2)n1CC)c1ccc(F)cc1,-4,15,1.5
Cc1ccc(N(CC(O)CN2CCOCC2)S(=O)(=O)c2ccc3ccccc3c2)cc1 (stereo unspecified),-16,19,1.5

Next part.
SMILES	CYP2C9 act	EphB4 ephrin blk	Rev-RRE block	PLAP act	CYP2C19 act	CYP2C9 inhib	Plk1 PBD FP	CYP2C19 inh	PLK1 inh
Cc1cc(C(F)F)nn1CC(=O)NCc1ccccc1F	·	-1	9	·	·	·	8	·	-15
O=C(Cn1c(CN2CCCCC2)nc2ccccc2c1=O)NC1CCCCC1	·	-9	3	·	·	·	8	·	7
O=C1CC(=C2c3ccccc3-c3ccccc32)C(=O)N1CCN1CCN(c2ccccc2)CC1	·	-4	-3	·	·	·	-4	·	-14
c1ccc(C2=Nn3c(nnc3-c3cc(-c4ccccc4)n[nH]3)SC2)cc1	1.2	1	11	1	1.1	-16	-26	-15	-5
CC(C)(C)c1ccc(C(=O)NC(Cc2ccccc2)C(=O)O)cc1 (stereo unspecified)	0.9	-4	-2	1.2	1	8	-1	1	-15
Cc1cc(=O)oc2c(CN(C)Cc3ccccc3)c(O)ccc12	1	-3	0	1	0.8	2	0	25	-5
O=C(CN1C(=O)c2ccccc2C1=O)N1CCN(c2ccccn2)CC1	1	1	4	1	1	-1	-3	2	-15
O=C(c1cccs1)N1CCc2ccccc21	1	3	9	0.8	0.9	-4	-18	15	-10
COc1ccccc1NC(=O)CC(NCCN(C)C)C(=O)O (stereo unspecified)	1	-13	5	1.6	1	-1	1	-2	2
CCOC(=O)c1ccccc1NC(=O)c1cccnc1	·	11	0	·	·	·	2	·	3
Cn1c(SCc2nc(-c3cccs3)no2)nnc1C1CCCCC1	0.5	-6	6	1	0.2	46	-6	78*	-14
C=C(C)c1cccc(C(C)(C)NC(=O)N2CCC(C)CC2)c1	0.5	7	8	1	0.9	48	-15	11	-8
O=C(COC(=O)CSCC(=O)N1CCCCC1)NCc1ccc(F)cc1	1	-1	-1	1.3	0.5	4	3	51*	27
Cc1c(C#N)c(N=CN(C)C)c(C(=O)c2ccccc2)n1-c1ccc(Br)cc1	0.4	-9	7	1.7	0.3	61*	-21	73*	-1
